# AmpC det inh: Promiscuous and Specific Inhibitors of AmpC Beta-Lactamase (assay with detergent); P00811; purified AmpC, nitrocefin hydrolysis with detergent; AID 584, 2007; 71,000 tested, 0.09% active; Potency, µM (series often up to 28.7 µM), without a hit: top-dose activity change, negative = inhibition; active = well fitted curve in the direction sought with a large enough effect
# Target sequence (P00811 whole entry, looked up): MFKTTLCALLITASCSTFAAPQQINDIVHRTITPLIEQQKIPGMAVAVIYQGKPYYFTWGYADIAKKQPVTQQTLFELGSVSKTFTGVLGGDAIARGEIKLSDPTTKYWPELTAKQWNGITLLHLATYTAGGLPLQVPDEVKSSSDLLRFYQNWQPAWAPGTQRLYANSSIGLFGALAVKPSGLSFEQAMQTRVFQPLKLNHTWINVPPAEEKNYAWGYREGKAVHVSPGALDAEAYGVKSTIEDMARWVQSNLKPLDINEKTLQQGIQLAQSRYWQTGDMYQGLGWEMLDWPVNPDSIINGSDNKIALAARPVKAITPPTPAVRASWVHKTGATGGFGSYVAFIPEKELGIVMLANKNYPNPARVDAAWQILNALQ
#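 E. coli AmpC (5.3 nM) in 20 mM phosphate pH 7.0 with 0.01% Triton X-100, preincubated 15 min RT with compound; nitrocefin (2 uL of 800 uM stock) hydrolysis followed by 480 nm absorbance every 20 s over 4 min.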
# Numbers without * were called inactive; & = joins results of further samples; [ ] = another dose, or the depositor's remark. % is scaled to controls: 0 for no effect and ±100 for the full control effect; potency is read from the fitted curve at half-maximal effect.
SMILES,AmpC det inh
CC1(C)CC(c2csc(N)n2)CCO1 (stereo unspecified),13%
CN(C)Cc1ccccc1,10%
CCCn1c(N)c(N(C)C)c(=O)n(CC(=O)Nc2ccc(OC(F)(F)F)cc2)c1=O,-1%
CC(C)c1[nH]nc2c1C1(CCN(Cc3ccccc3)CC1)C(C#N)=C(N)O2,0%
O=C1COc2ccc(C(=O)c3ccccc3)cc2CN1,-5%
Cc1sc2nc(CN(Cc3cccs3)C(=O)C3CC3)[nH]c(=O)c2c1C,1%
Cc1nn(-c2ccc(F)cc2)c2c1cc(C#N)c1nc3ccccc3n12,10%
CCOC(=O)c1c(C)c(C(=O)NCc2ccccn2)c(C)n1CC,-1%
CCCn1cnc2c(c1=O)c1nc3ccccc3nc1n2CCc1ccccc1,0%
CC(=O)c1sc2ccccc2c1OC(=O)c1ccco1,6%
Cc1cc(NC(=O)CCCS(=O)(=O)c2nc(-c3cccs3)cc(C(F)(F)F)n2)no1,0%
CN(C1CCCCC1)S(=O)(=O)c1ccc(Cl)c(C(=O)O)c1,-6%
CC(C)(C)n1ncc2c(=O)n(CC(=O)NC3CCCCC3)cnc21,12%
O=C(Nc1cccnc1)c1ccc(NC(=O)c2ccco2)cc1,-5%
O=C(c1ccc(F)cc1)N1C2CCC1CC(O)(c1ccccc1F)C2 (stereo unspecified),3%
Cc1noc(/C=C/N(C)C)c1S(=O)(=O)N1CCCC(C(=O)NCc2cccs2)C1 (stereo unspecified),8%
CCc1nnc(NS(=O)(=O)c2ccc(N3C(=O)C4CC=C(Cl)CC4C3=O)cc2)s1 (stereo unspecified),-4%
COc1ccc(N2CCN(C(c3ccccc3OC)c3nnnn3C3CCCC3)CC2)cc1 (stereo unspecified),-2%
CC(=O)C1C(c2ccc(F)cc2)NC(=O)NC1(O)C(F)(F)F (stereo unspecified),-2%
NCCS(=O)(=O)O,11%&2%&-1%
COc1ccc(-c2nc(CS(=O)CC(=O)NCc3ccco3)c(C)o2)cc1OC (stereo unspecified),12%
CC(=O)O[C@H]1CC[C@]2(C)C(=CC[C@H]3[C@H]4C[C@H]5O[C@]6(CC[C@H](C)CN6)[C@H](C)[C@@H]5[C@]4(C)CC[C@@H]32)C1,-4%[5.75 µM]
Cc1ccc2nc3c(cc2c1)CC1(C(=O)N(C)C(=O)N(C)C1=O)C1COCCN31 (stereo unspecified),0%
Cc1ccc(C(c2sc3ncnn3c2O)N2CCC(C)CC2)cc1 (stereo unspecified),8%
CCCC(C)C1(CC)C(=O)NC(=Nc2ccc(F)cc2)NC1=O (stereo unspecified),-5%

# Of the compounds above, these have a thiophene ring, fused or not:
SMILES,AmpC det inh
Cc1sc2nc(CN(Cc3cccs3)C(=O)C3CC3)[nH]c(=O)c2c1C,1%
CC(=O)c1sc2ccccc2c1OC(=O)c1ccco1,6%
Cc1cc(NC(=O)CCCS(=O)(=O)c2nc(-c3cccs3)cc(C(F)(F)F)n2)no1,0%
Cc1noc(/C=C/N(C)C)c1S(=O)(=O)N1CCCC(C(=O)NCc2cccs2)C1 (stereo unspecified),8%

# Continuation.
SMILES,AmpC det inh
CCC(=O)Nc1nc2c(OC)ccc(C)c2s1,8%
CCOn1c(=O)c(=O)n(OCc2ccccc2)c2ccccc21,0%
COC(=O)c1ccc(CSc2nc(C)nc3sc(C)c(C)c23)o1,-5%
CC1=C(C(=O)OC(C)C)C(c2cccs2)N2C(=O)CCSC2=N1 (stereo unspecified),-4%
C=CCn1c(SCC(=O)NCC2CCCO2)nnc1C1CCCCC1 (stereo unspecified),-2%
O=C(COc1nncc2ccccc12)NCCC1=CCCCC1,2%
CC1Cn2c(nnc2-c2cccc(N)c2)S1 (stereo unspecified),14%
CCC1Oc2ccc(C)cc2N(CC(=O)NCc2cccc(OC)c2)C1=O (stereo unspecified),-1%
CCOC(=O)C(CC)n1cnc2sc3c(c2c1=O)CCC3 (stereo unspecified),1%
O=C(Nc1cccc2nsnc12)c1cccs1,-6%&-4%
CCOC(=O)C1CCN(S(=O)(=O)c2cn(C)c(=O)n(C)c2=O)CC1,1%
COc1ccc(OC(=O)CCCN2C(=O)c3ccccc3C2=O)cc1,-4%
Cc1onc(-c2ccccc2)c1C(=O)OCC(=O)Nc1ccc2c(c1)OCO2,-2%
O=C(COc1ccc(Cl)cc1Cl)NCCCN1CCOCC1,12%
CCCNC(=O)COC(=O)c1ccc(S(=O)(=O)N2CCCCCC2)cc1,1%
C=CCn1c(SCC(=O)Nc2c(C)cccc2C)nnc1-c1cnccn1,16%
C[C@@H](C(=O)NCc1ccc(S(C)(=O)=O)cc1)[C@@H]1C[C@@]1(C)[C@@H](NC(=O)OCc1ccccc1)c1ccccc1,-2%
Cc1cc(C)n(C(=O)CNC(=O)c2ccco2)n1,1%
Cc1cccc(N2CCN(C(=O)c3cc4c(=O)n(C)c5ccccc5c4n3C)CC2C)c1 (stereo unspecified),15%
CCCOc1cccc(C(=O)Nc2cccc(NC(=O)c3ccco3)c2)c1,4%
COc1ccc(CN2CCN(C(=O)Cc3ccccc3)CC2)c(OC)c1,-2%
Cc1ccc(OCC(=O)Nc2ccc(N3CCCC3)cc2)cc1C,-6%
CCNc1ncc2nc(-c3ccc(Cl)cc3)c(=O)n(CCC#N)c2n1,2%
Cc1ccnc(Nc2nc(-c3c(C)nc4sccn34)cs2)c1,-4%
Cc1cc(C(=O)CN2C(=O)NC3(CCCCC3)C2=O)c(C)n1Cc1ccc2c(c1)OCO2,-1%
SMILES,AmpC det inh
COc1cc2cc(CN(Cc3cccnc3)C(=O)NCc3ccccc3)c(=O)[nH]c2cc1OC,13%
Cc1nonc1NC(=O)c1ccccc1Br,1%
N#CCCn1nnc2ccccc21,-3%
O=C(c1ccco1)N1CCN(S(=O)(=O)Cc2ccc(Cl)cc2)CC1,-3%
Cc1cc2c(C)cc(=O)oc2c2c1NCCC2,-5%
CC1Cc2ccccc2N1C(=O)CSc1nnc2c(n1)[nH]c1ccccc12 (stereo unspecified),-6%
CCN(CCNC(=O)Cn1c(=O)sc2ccccc21)c1ccccc1,6%
COc1ccc(NC(=O)c2c(C)oc3c2CCCC3)cc1,10%
CCOc1ccc(NC(=O)C(C)O)c(NS(=O)(=O)c2ccc(CCNC(C)=O)cc2)c1 (stereo unspecified),-1%
Cc1ccc(N2C(=O)C(Cl)=C(Nc3c(C)n(C)n(-c4ccccc4)c3=O)C2=O)cc1,-3%
Brc1ccc([C@H]2CN3CCSC3=N2)cc1,0%
O=c1cc(CN2CCN(c3ccccc3)CC2)c2c(ccc3ccccc32)o1,0%
O=C(NC1C2CC3CC(C2)CC1C3)C1CC1 (stereo unspecified),-7%
Cc1cc(OCc2nnc(SCC(=O)OC3CCCCC3)o2)ccc1Cl,-2%
Brc1cc(Br)c2ncnc(N3CCCCC3)c2c1,-4%
O=c1c2ccccc2nc(-c2ccco2)n1-c1cccnc1,0%
COc1ccccc1-c1nc(C(F)(F)F)c(OC)o1,-3%
O=C(Nc1nccs1)c1ccc(NC(=O)c2ccco2)cc1,-6%
CC(=O)NC1C(=O)N=C(SCc2ccccc2)NC1=O (stereo unspecified),-1%
CCn1cc(C(=O)Nc2ccc(C(=O)N3CCCC3)cc2)c(=O)c2ccc(C)nc21,0%
COC(=O)C1=C(CSCc2ccco2)NC(=O)NC1c1cc(C)ccc1C (stereo unspecified),-7%
CCN(CCO)c1ccc(-n2c(N)c(C(=O)OC)c3nc4ccccc4nc32)cc1,-5%
Cc1ccc(C2CC(c3ccco3)n3ncnc3N2)cc1 (stereo unspecified),15%
Cc1cc(C)cc(C(=O)n2cnnc2N)c1,-12%
COc1cccc(-c2nc(CS(=O)CC(=O)NC3CC3)c(C)o2)c1 (stereo unspecified),9%

# Reformatted: results already given.
mol | AmpC det inh
COc1cccc(-c2nc(CS(=O)CC(=O)NC3CC3)c(C)o2)c1 (stereo unspecified) | 9%
Brc1ccc([C@H]2CN3CCSC3=N2)cc1 | 0%
N#CCCn1nnc2ccccc21 | -3%
Cc1cc2c(C)cc(=O)oc2c2c1NCCC2 | -5%

# The listing continues.
SMILES,AmpC det inh
O=C(Cn1cnc2c(nnn2-c2ccccc2)c1=O)N1CCOCC1,9%
CCOc1ccc(Cn2nnc(C(=O)Nc3ccc(OC)cc3OC)c2N)cc1,11%
O=S(=O)(c1ccccc1)c1nc(-c2ccco2)oc1NCCCN1CCOCC1,-1%
Cc1ccc(-c2cc(C(F)F)n3ncc(C(=O)N4CCN(c5ccccn5)CC4)c3n2)cc1,8%
COc1ccc(S(=O)(=O)NC(CC(=O)NCC2CCCO2)c2ccco2)cc1 (stereo unspecified),-1%
Cc1cc(C(=O)CSc2nnc(-c3ccccc3F)o2)c(C)n1Cc1cccs1,-2%
COC(=O)[C@@]1(Cc2ccc(OC)cc2)[C@H]2c3cc(C(=O)N4CCCC4)n(Cc4ccsc4Br)c3C[C@H]2CN1C(=O)c1ccccc1,-3%
CC(C)Cc1nnc(NC(=O)CSc2nc(=O)cc(N)n2-c2ccccc2)s1,-4%
COc1ccc(N2CC(C(=O)NCCC3=CCCCC3)CC2=O)cc1 (stereo unspecified),11%
Cc1cc(=O)n2nc(N3CCCC3C(=O)NCCCN3CCCCC3)sc2n1 (stereo unspecified),1%
CCN1CCN(C(=O)c2cc3cc4cc(OC)ccc4nc3s2)CC1,0%
Cc1noc(/C=C/N(C)C)c1S(=O)(=O)NC1CCCCC1,-4%
Oc1ccccc1/C=N/c1c(-c2ccco2)nc2ccccn12,-5%
O=C(c1cnn2c(C(F)(F)F)cc(-c3ccc4c(c3)OCO4)nc12)N1CCCC1,-5%
CC(=O)N1CCC2(CC1)CN(C(=O)Nc1cccc(C#N)c1)C2,-1%
CCCNC(=O)NC(=O)CSc1nc2ccccc2n1CC(C)C,-4%
CC(=O)N1CC=CC1(CC(C)C)C(=O)NCc1ccccn1 (stereo unspecified),11%
COc1ccc(CCNC(=O)c2ccc(CN3CCOCC3)cc2)cc1,25%
CC1(C)NC(C)(C)C(O)(C(N)=O)C1=O (stereo unspecified),12%
Clc1ccc(-n2nnnc2Sc2ncnc3sccc23)cc1,-5%
CCOC(=O)c1nnn(CC(=O)Nc2cccc(Cl)c2C)c1C(=O)OCC,-1%
Cc1ccc(S(=O)(=O)NCCCN2CCOCC2)cc1C,-1%
CSc1ccccc1NC(=O)CCn1c(=O)sc2ccccc21,-2%
CCCn1c(-c2ccc(F)cc2)nc2c(NCC3CCCN3CC)nc(C)nc21 (stereo unspecified),11%
CCOC(=O)c1[nH]c(C)c(C(=O)NCCCN2CCOCC2)c1C,-1%

# Single values from the list:
# `Cc1noc(/C=C/N(C)C)c1S(=O)(=O)NC1CCCCC1` – AmpC det inh: -4%
# `CCOC(=O)c1[nH]c(C)c(C(=O)NCCCN2CCOCC2)c1C` – AmpC det inh: -1%
# `Cc1cc(=O)n2nc(N3CCCC3C(=O)NCCCN3CCCCC3)sc2n1` (stereo unspecified) – AmpC det inh: 1%
# `Clc1ccc(-n2nnnc2Sc2ncnc3sccc23)cc1` – AmpC det inh: -5%
# `Oc1ccccc1/C=N/c1c(-c2ccco2)nc2ccccn12` – AmpC det inh: -5%

# More results
SMILES,AmpC det inh
COc1ncc2nc(CCc3ccccc3)c(=O)n(CCC#N)c2n1,-2%
Cc1ncoc1C(=O)Nc1nccs1,-2%
CCOc1ccccc1CN1C(=O)c2ccccc2C1C(=O)NCC1CCCO1 (stereo unspecified),10%
Cl/C=C\Cl,13%
CS(=O)(=O)c1cccc(C(=O)Oc2ccccc2)c1,4%
Cc1c(Br)cc(C(=O)N2CCCC2)c(C)c1C,6%
CC(CO)(CO)N=Cc1c(O)n(-c2cccc3ccccc23)c(=O)[nH]c1=O,6%
CN[C@@H](CC(C)C)C(=O)N[C@@H]1C(=O)N[C@H](CC(N)=O)C(=O)N[C@@H]2C(=O)N[C@H]3C(=O)N[C@H](C(=O)N[C@H](C(=O)O)c4cc(O)cc(O)c4-c4cc3ccc4O)[C@H](O)c3ccc(c(Cl)c3)Oc3cc2cc(c3O[C@H]2O[C@@H](CO)[C@@H](O)[C@@H](O)[C@@H]2O[C@@H]2C[C@](C)(N)[C@H](O)[C@H](C)O2)Oc2ccc(cc2Cl)[C@@H]1O,-2%[12.8 µM]
C/C(=C(\C#N)C(=O)NCCCN1CCOCC1)N(C)C,0%
Cc1ccc(-c2nnn(CC(=O)N(CC(=O)NC3CCCC3)c3cnc4ccccc4c3)n2)o1,6%
Cc1nc(-c2ccccc2)cc(=O)[nH]1,-4%
O=C(Oc1ccc(-c2nnco2)cc1)N(c1ccccc1)c1ccccc1,-4%
CC1CN(CC(=O)N2CCc3[nH]c4ccccc4c3C2)CC(C)O1 (stereo unspecified),-5%
CC1=C(C(=O)Nc2ccccc2)C(c2ccco2)n2ncnc2N1 (stereo unspecified),-1%
CCCCn1c(SCc2cc(=O)n3ccsc3n2)nc2cc(C(=O)OC)ccc2c1=O,23%
CCN1CCN(C(c2cccs2)C(C)NC(=O)c2cccnc2)CC1 (stereo unspecified),15%
Cn1c(=O)c2c(nc(CN3CCOCC3)n2CCc2ccccc2)n(C)c1=O,1%
CCCC(=O)OC(=O)CCC,9%
CCOC(=O)C1(C)NC(c2ccc(OC)c(OC)c2)C2C(=O)N(CC)C(=O)C21 (stereo unspecified),12%

# 2 of the compounds above, tab-delimited.
Molecule	AmpC det inh
Cc1c(Br)cc(C(=O)N2CCCC2)c(C)c1C	6%
CC1=C(C(=O)Nc2ccccc2)C(c2ccco2)n2ncnc2N1 (stereo unspecified)	-1%

# An excerpt; rates above refer to the full screens.
